# Assay outcomes: PubChem, Sanford-Burnham Center for Chemical Genomics
# Pyk2 oligo antag = blocks oligomerization of human Pyk2 in cells. Q14289. Q293 cells, Pyk2 FERM NanoBiT luminescence; stronger effect = lower value. z-score (the deposit names both 25 µM and 10 µM). 0.83% of 99,000 active. AID 1347419;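 active = Z-score of -3 or lower, scaled per plate to the spread of control and sample wells; inactive = z-score above -3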;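 note: negative z-score means lost luminescence so less FERM oligomerization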
# Target sequence (Q14289 whole entry, looked up): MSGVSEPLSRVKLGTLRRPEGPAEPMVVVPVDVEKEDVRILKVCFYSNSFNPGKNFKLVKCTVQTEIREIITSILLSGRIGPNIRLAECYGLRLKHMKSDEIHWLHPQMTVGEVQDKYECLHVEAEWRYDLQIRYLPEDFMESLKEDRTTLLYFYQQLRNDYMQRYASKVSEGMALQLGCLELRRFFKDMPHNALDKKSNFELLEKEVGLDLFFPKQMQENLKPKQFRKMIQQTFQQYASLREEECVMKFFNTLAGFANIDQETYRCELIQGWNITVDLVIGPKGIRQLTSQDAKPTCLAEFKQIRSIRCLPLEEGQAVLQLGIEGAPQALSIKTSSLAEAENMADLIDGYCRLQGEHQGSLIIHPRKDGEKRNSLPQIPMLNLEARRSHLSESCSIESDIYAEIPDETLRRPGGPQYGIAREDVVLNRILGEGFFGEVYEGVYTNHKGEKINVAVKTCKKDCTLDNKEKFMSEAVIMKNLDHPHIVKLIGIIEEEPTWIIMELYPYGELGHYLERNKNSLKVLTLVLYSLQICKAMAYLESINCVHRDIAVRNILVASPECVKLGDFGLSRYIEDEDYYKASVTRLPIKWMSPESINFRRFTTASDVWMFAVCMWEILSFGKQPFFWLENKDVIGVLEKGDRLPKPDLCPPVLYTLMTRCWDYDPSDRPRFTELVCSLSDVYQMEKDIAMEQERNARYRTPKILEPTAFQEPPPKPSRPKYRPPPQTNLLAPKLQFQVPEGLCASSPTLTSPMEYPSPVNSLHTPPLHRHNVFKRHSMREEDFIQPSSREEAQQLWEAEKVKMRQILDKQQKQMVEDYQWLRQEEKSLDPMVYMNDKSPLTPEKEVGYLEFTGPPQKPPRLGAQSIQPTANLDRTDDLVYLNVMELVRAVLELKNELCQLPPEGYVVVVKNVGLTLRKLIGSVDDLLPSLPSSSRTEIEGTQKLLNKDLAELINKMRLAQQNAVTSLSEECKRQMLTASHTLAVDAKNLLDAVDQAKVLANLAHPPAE
# Mac1 fbg inh = CD11b/CD18-fibrinogen binding inhibition; 0.54% of 93,000 active; P05107+P11215; K562 CD11b/CD18 adhesion to fibrinogen, ATPlite luminescence; Mn2+ added to activate the integrin; inhibition, % at 10 µM;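 active = primary inhibition of 50% or more at 10 µM, then 40% or more on retest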; note: some results filed as inactive read as strong as hits
# MT1-MMP txn act = activates MT1-MMP transcription. HT1080 MT1-MMP promoter luciferase reporter, luminescence, overnight; stronger effect = higher value. activation factor at 10 µM. 0.16% of 86,000 active;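 active = activation factor of at least 2 for MT1-MMP transcription at 10 µM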
# CYP2C9 inh = blocks human cytochrome P450 2C9; P11712; inhibition, % at 5 µM; CYP2C9 Supersomes, luciferin-H conversion, luminescence; 20% of 96,000 active;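 active = blocking of liver enzyme CYP2C9 beyond about 50% at 5 µM, limit read from the data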; note: values of inactives mirror those of a sister screen read the other way
# Mac1 fbg enh = enhancers of human CD11b/CD18 binding to fibrinogen | activation, % at 10 µM | 0.07% of 93,000 active | AID 1499 | P05107+P11215 | K562 CD11b/CD18 adhesion to fibrinogen, ATPlite luminescence;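 active = 10 µM primary screen giving 50% or more activity, confirmed by 40% or more on retest at that dose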; note: strong numbers were not always called active; reference of the scale not given here
# CYP2C19 inhib = blocks human cytochrome P450 2C19; 21% of 96,000 active; P33261; inhibition, % at 5 µM; CYP2C19 Supersomes, luciferin-H EGE luminescence, 30 min;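 active = CYP2C19 inhibition above a set limit at 5 µM in the primary screen, cut at about 50% in these data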;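 note: plate controls were negative control wells for no effect and 2.5 mM tranylcypromine positive control for full effect; values of inactives mirror those of a sister screen read the other way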
# PLAP activator = human PLAP activation; P05187; purified PLAP enzyme, luminescent substrate read-out; stronger effect = higher value; activation fold at 20 µM; 1.2% of 96,000 active; in the data active = activation fold above about 2
# CYP2C19 activ = cytochrome P450 2C19 (human) activation | activation factor at 5 µM | recombinant CYP2C19, luciferin-H EGE luminescence; stronger effect = higher value; 0 = fully inhibited enzyme, 1 = untreated enzyme | 96,000 tested, under 10 active | P33261;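 active = activation factor of at least 2 at 5 µM in the primary screen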;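 note: 0 = wells with 2.5 mM tranylcypromine and 1 = vehicle-only wells; values of inactives mirror those of a sister screen read the other way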
# CYP2C9 activ = activators of human CYP2C9; P11712; recombinant CYP2C9, luciferin-H conversion, luminescence; stronger effect = higher value; factor 1 = untreated enzyme, 0 = blocked; activation factor at 5 µM; 1.4% of 96,000 active; AID 1024;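 active = activation factor of 2 or more for CYP2C9 at a 5 µM dose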;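 note: 0 = sulfaphenazole-blocked wells and 1 = vehicle-only wells; values of inactives mirror those of a sister screen read the other way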
# * hit, by the source's call; / = no result given. Rows were taken by chance; 31% or so of the library scored in one or more.
SMILES,Pyk2 oligo antag,Mac1 fbg inh,MT1-MMP txn act,CYP2C9 inh,Mac1 fbg enh,CYP2C19 inhib,PLAP activator,CYP2C19 activ,CYP2C9 activ
Cn1ncc2c(Nc3ccc4ccccc4c3)ncnc21,0.22,6.2,1.6,21.8,-4.4,33.9,0.9,0.7,0.8
O=C(N/N=C1\CCCc2ccccc21)c1cccc([N+](=O)[O-])c1,1.32,-13.8,1.2,-22.3,-0.4,20.7,0.8,0.8,1.2
CN(C)CCCN1C(=O)C(=O)/C(=C(/O)c2ccc3c(c2)OCCO3)C1c1ccco1 (centres undefined),/,1.2,1.3,-3.0,-4.0,-10.9,1,1.1,1
COc1ccc(C)cc1S(=O)(=O)NC1CCCC1,0.71,-14.3,1.1,26.3,2.2,83.4*,0.9,0.2,0.7
CCCCn1c(SCC(=O)N2CCCC2)nc2c1c(=O)n(C)c(=O)n2C,-0.09,/,1,-16.6,/,-18.4,1.3,1.2,1.2
Cc1noc(NS(=O)(=O)c2ccc(NC(=O)COc3ccccc3)cc2)c1C,0.7,-9.2,1,29.3,2.4,-5.8,1,1.1,0.7
CCOc1cc(NS(C)(=O)=O)c(OCC)cc1NC(=O)c1cccs1,0.01,-12.0,1.2,5.1,2.5,6.0,1,0.9,0.9
COc1ccc2c(c1)C1C=CCC1C(c1cc3c(cc1Br)OCO3)N2 (centres undefined),-1.14,/,/,75.3*,/,70.1*,1.1,0.3,0.2
O=C(c1ccc(N2CCCCC2)c([N+](=O)[O-])c1)N1CCOCC1,-0.67,-4.2,/,-1.6,6.1,16.4,0.9,0.8,1
COC(=O)c1cc(=O)nc2sc(-c3ccc(F)cc3)nn12,1.16,-10.6,1.1,0.2,-4.2,-9.2,1,1.1,1
Cc1ccc(S(=O)(=O)N2CCC(C(=O)N[C@@H](Cc3ccccc3)C(=O)O)CC2)cc1,1.22,-15.9,1.3,-9.3,2.3,-11.7,1.4,1.1,1.1
CSc1nc(N(C)CCO)c2sc3nc(-c4ccco4)c4c(c3c2n1)CCC4,0.6,/,/,40.4,/,14.2,1.4,0.9,0.6
CC1CCC2C(=O)N(c3ccccc3OC(=O)c3ccccc3)C(=O)C2C1 (centres undefined),-0.07,0.6,/,-1.6,0.0,-4.5,1.1,1,1
Cc1nc(Nc2ccc3c(c2)OCO3)c2oc3ccccc3c2n1,-1.09,2.8,/,65.6*,-3.9,54.8*,0.9,0.5,0.3
O=C(COC(=O)CN1C(=O)C2CC=CCC2C1=O)Nc1cc(C(F)(F)F)ccc1N1CCOCC1 (centres undefined),1.96,-3.9,1.1,29.5,0.0,10.2,1.2,0.9,0.7
CCC(=O)N1CCc2cc(S(=O)(=O)NC(C(=O)Nc3cccc(C)n3)C(C)C)ccc21 (centres undefined),1.12,8.6,1.1,31.8,-2.5,-4.9,1.1,1,0.7
COc1ccc(C(CC(=O)O)NC(=O)c2ccco2)cc1OC (centres undefined),0.13,7.3,1.2,3.4,-0.2,-0.4,0.8,1,1
CN(C)c1ccc(NC(=O)Oc2ccccc2)cc1,0.05,7.0,1.6,6.3,-2.8,90.8*,0.7,0.1,0.9
Cc1cccc(NC2(C(F)(F)F)N=C(c3ccccc3)NC2=O)n1 (centres undefined),-0.39,/,/,13.5,/,10.3,0.8,0.9,0.9
Cc1ccc(C(=O)c2coc3ccc(O)c(Cl)c23)cc1,-1.56,-2.5,1.7,6.3,-4.0,54.4*,1.2,0.5,0.9
COc1ccc(C2CC(=O)c3cnc(NC(=O)c4ccccc4)nc3C2)cc1OC (centres undefined),/,-8.3,1,70.4*,2.6,9.9,0.9,0.9,0.3
CCOC(=O)c1oc2ccccc2c1N,0.84,-1.7,1.6,19.0,3.7,87.4*,1,0.1,0.8
O=C(CSCc1c(Cl)cccc1Cl)Nc1nccs1,-0.67,-7.2,1.2,75.3*,0.9,21.5,0.9,0.8,0.2
O=C(CSc1nnc2c(Cl)cc(Cl)cn12)NC1CCS(=O)(=O)C1 (centres undefined),0.02,-7.5,1.2,25.7,-9.3,8.1,1.1,0.9,0.7
COc1ccccc1CNC(=O)C1CCN(S(=O)(=O)c2cccc3cccnc23)CC1,/,-12.5,1.1,-154.4,-5.1,64.3*,1.4,0.4,2.5*
O=C(Nc1nnc(C(F)(F)F)s1)C1COc2ccccc2O1 (centres undefined),-0.89,84.5*,1.3,98.7*,-4.8,56.0*,1.1,0.4,0
CC1Cc2nc(SCC(=O)N3CCOCC3)n(-c3ccccc3)c(=O)c2S1 (centres undefined),/,-1.8,1.1,8.8,-0.4,-16.4,1.2,1.2,0.9
CNC(=O)Nc1ccccc1NC(=O)NC,-0.52,-9.9,0.9,-16.6,1.1,-8.2,0.9,1.1,1.2
COc1cc(CNc2ccccc2Oc2cc(=O)n(C)c(=O)n2C)cc(OC)c1OC,0.36,11.8,1.1,43.4,0.2,48.7,1.5,0.5,0.6
Cc1cc(/C=C2\SC(=Nc3ccc(F)cc3)NC2=O)c(C)n1-c1ccc(S(N)(=O)=O)cc1,0.17,19.5,/,41.3,92.2,16.8,1.7,0.8,0.6
CCOC(=O)c1nnn(CC(=O)Nc2cccc(OC)c2)c1C(=O)OCC,0.31,-5.1,1.3,58.7*,-2.5,49.6,1.2,0.5,0.4
CN1/C(=C\C(=O)c2cccs2)Sc2ccccc21,-0.55,0.9,1.4,-2.0,-6.7,19.7,1,0.8,1
O=C(Nc1ccccc1)Nc1nccs1,-0.24,/,1.3,15.7,/,11.5,0.9,0.9,0.8
CN(C)S(=O)(=O)N1CCN(C(=O)N2CCOCC2)CC1,0,-1.8,1.3,2.8,-4.6,-2.3,0.9,1,1
Cc1ccc(C=NCc2ccncc2)c(O)c1,-0.35,15.2,1.1,72.0*,-4.9,75.5*,1.3,0.2,0.3
CC1CCCC(NC(=O)COC(=O)c2ccccc2NC(=O)c2ccco2)C1C (centres undefined),1.53,-21.3,/,43.1,28.9,37.1,0.9,0.6,0.6
Cc1nc(C)c(C(=O)NCc2ccc(Cl)cc2)o1,0.92,2.8,1.1,-1.9,-0.7,19.3,1.1,0.8,1
CCc1ccc(C2CC(c3ccco3)=NN2S(C)(=O)=O)cc1 (centres undefined),-0.49,/,/,39.9,/,62.4*,0.9,0.4,0.6
CCN(CC)C(=O)C1CCCN(c2ccc([N+](=O)[O-])cc2/C=N/NC(=O)c2ccc([N+](=O)[O-])cc2)C1 (centres undefined),-0.18,/,/,-3.1,/,37.5,1.2,0.6,1
CCCc1cc(=O)[nH]c(SCC(=O)N2CCN(S(=O)(=O)c3ccc(C)cc3)C2)n1,/,-2.2,1.1,12.7,-2.0,12.2,1.2,0.9,0.9
COc1ccc(/C=C(\C#N)C(=O)NCC2CCCO2)cc1OC (centres undefined),0.73,4.3,/,-52.5,-1.3,-10.8,1.1,1.1,1.5
Cc1noc(C)c1C(=O)NC(C)C1CCCO1 (centres undefined),-0.35,1.9,1,-17.0,-0.8,-11.0,0.9,1.1,1.2
CCOC(=O)C1=C(C)NC(=O)NC1c1cccc(O)c1 (centres undefined),-0.59,-7.7,1.1,5.7,-6.9,3.3,1,1,0.9
CCn1c(CSc2nc(C)cc(C)n2)nnc1SCC(=O)N1CCCc2ccccc21,-0.52,8.6,1,-73.7,2.1,47.4,1.4,0.5,1.7
O=C1C2ON(c3ccccc3)C(c3cccnc3)C2C(=O)N1c1ccccc1 (centres undefined),-0.2,-21.5,1.1,-2.4,-1.0,-1.4,0.9,1,1
Cc1cc(NS(=O)(=O)c2ccc(NC(=O)Nc3cccc(Cl)c3)cc2)no1,0.64,4.4,1.2,36.8,2.5,19.4,1.1,0.8,0.6
CCOCCSC1=C(C#N)C(c2cccs2)C(C(C)=O)=C(C)N1 (centres undefined),-1.11,-4.0,1.2,83.4*,-4.7,89.6*,1,0.1,0.2
Cc1cccc(-c2noc(CCCC(=O)Nc3ccc(C(N)=O)cc3)n2)c1,0.4,-0.6,1,9.1,-1.5,0.3,0.9,1,0.9
O=C(C1CC1)N(CCN(Cc1ccccc1)C(=O)C1CC1)Cc1ccccc1,0.04,-10.0,/,27.5,-2.6,54.1*,1.2,0.5,0.7
CCOC(=O)c1[nH]nc2c1C(=O)N(Cc1ccccc1)C2=O,-0.05,24.9,1.4,20.2,-3.1,34.0,1.1,0.7,0.8
O=C1CNC(=O)N1CC(=O)N1CCCc2ccccc21,0.05,-8.1,1,-7.8,-0.8,-2.4,1.2,1,1.1
Cn1nnc2cc(C(=O)N3CCN(c4ccccc4)CC3)ccc21,-0.47,-23.5,1.2,10.3,-7.2,33.7,1,0.7,0.9
CCN(CC)CCN1C(=O)C(=O)/C(=C(/O)c2ccncc2)C1c1ccccc1F (centres undefined),-0.41,-4.5,1.1,-2.7,-8.0,-7.3,1.3,1.1,1
CC(=O)Nc1ccc(NS(=O)(=O)c2ccc(Cl)c(C(=O)O)c2)cc1,0.06,-21.9,1,-6.4,3.7,4.0,1,1,1.1
O=C(c1ccco1)N1CCN(C(=O)c2oc(=O)c3ccccc3c2-c2ccccc2)CC1,/,-15.0,1,59.9*,-4.3,48.8,1.4,0.5,0.4
COc1ccc(-c2nnc(SC(C)C(=O)Nc3nccs3)n2-c2ccccc2)cc1OC (centres undefined),-0.55,0.9,1.1,32.3,-6.1,8.7,1.1,0.9,0.7
CCCC(=O)c1ccc(N2CCOCC2)c(F)c1,0.31,-13.8,1.4,8.4,1.6,15.1,2.1*,0.8,0.9
COc1ccc(Nc2nc(N3CCCCC3)nc3ccccc23)c(OC)c1,-1.39,18.4,1.3,23.8,-5.1,-1.0,1.9,1,0.8
Cc1ccc(S(=O)(=O)N2CCN(C(=O)c3c(C)nn(-c4ccccc4)c3Cl)CC2)cc1,-0.45,-14.8,1,50.1*,-2.1,16.7,1.1,0.8,0.5
Cc1cc(C)nc(SCC(=O)N/N=C\c2sccc2C)n1,0.21,/,/,20.3,/,55.2*,1,0.4,0.8
# Remaining list, next part.
SMILES,Pyk2 oligo antag,Mac1 fbg inh,MT1-MMP txn act,CYP2C9 inh,Mac1 fbg enh,CYP2C19 inhib,PLAP activator,CYP2C19 activ,CYP2C9 activ
CCOc1cc(NC(=O)c2ccco2)c(OCC)cc1NC(=O)Cc1cccc(OC)c1,0.54,-25.2,1.1,38.4,0.3,26.9,0.9,0.7,0.6
CCCc1cc(=O)oc2cc(C)c3c(C)coc3c12,-0.46,0.3,1.1,29.6,-1.1,52.8*,0.8,0.5,0.7
C=CCn1c(COc2ccc(F)cc2)nnc1SCC(=O)NC(=O)NCc1ccco1,0.13,10.6,1.1,-20.0,-6.0,31.8,1.4,0.7,1.2
CCOC(=O)N1CCC2(CC1)C(C#N)=C(N)Oc1n[nH]c(CSc3ccc(C)cc3)c12,-0.22,-35.2,1,70.1*,-2.6,42.4,1.1,0.6,0.3
COC(=O)c1sccc1NC(=O)c1ccncc1,0.61,-8.1,0.9,-0.1,-3.9,19.7,1.1,0.8,1
